Screens (PubChem)
Efflux pump mplx – inhibitors of Candida efflux pumps in yeast, primary screen, S. cerevisiae, Nile Red, multiplex. S. cerevisiae Candida pump triplex. inhibition, % at 10 µM. actives 0.44% (n = 330,000). AID 485275, 2010;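 active = plate passing quality check with inhibition over a set limit, or well fluorescence over plate mean plus 4 SD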;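 also: Nile Red retained in pooled yeast measured as flow cytometry median fluorescence; 0% = buffer negative control and 100% = Enniatin B positive control; higher means more Nile Red kept so more efflux inhibition; some compounds called inactive have numbers as strong as hits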
PREPL inh – PREPL enzyme inhibitors, primary screen, biochemical, fluorescence polarization. Prolyl endopeptidase-like (Homo sapiens), Q4J6C6. recombinant PREPL, fluorescence polarization activity-based probe. inhibition, % at 5.96 µM. actives 0.68% (n = 320,000). AID 2751, 2010; in the data active = inhibition above about 43%;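 also: 0% = enzyme with DMSO and 100% = wells lacking enzyme; many of its hits are not listed in these tables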
Fh CTSL1 inh – Fasciola hepatica cathepsin L1 inhibitors, primary screen, counter-screen for PFM18AAP inhibitor project, biochemical, QFRET, fluorogenic peptide substrate; recombinant F. hepatica cathepsin L1, Z-Leu-Arg-MCA fluorescence; inhibition, % at 5.96 µM; actives 0.49% (n = 300,000);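 active = inhibition above the mean of all tested compounds plus 3 SD, set per screening campaign, cut at about 17% in these data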;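 also: 0% = plate median of test compound wells and 100% = 1 µM Z-Phe-Ala-diazomethylketone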
PP5 primary – PP5 phosphatase inhibitors, primary screen, biochemical, fluorescence; purified PP5c, OMFP substrate fluorescence; inhibition, % at 6.7 µM; actives 0.18% (n = 320,000);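 active = inhibition above the campaign's mean inhibition across all tested compounds plus 3 SD, cut at about 9.5% in these data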;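 also: 0% = DMSO only and 100% = 100 µM cantharidin control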
Target sequence (P53041 whole entry, looked up): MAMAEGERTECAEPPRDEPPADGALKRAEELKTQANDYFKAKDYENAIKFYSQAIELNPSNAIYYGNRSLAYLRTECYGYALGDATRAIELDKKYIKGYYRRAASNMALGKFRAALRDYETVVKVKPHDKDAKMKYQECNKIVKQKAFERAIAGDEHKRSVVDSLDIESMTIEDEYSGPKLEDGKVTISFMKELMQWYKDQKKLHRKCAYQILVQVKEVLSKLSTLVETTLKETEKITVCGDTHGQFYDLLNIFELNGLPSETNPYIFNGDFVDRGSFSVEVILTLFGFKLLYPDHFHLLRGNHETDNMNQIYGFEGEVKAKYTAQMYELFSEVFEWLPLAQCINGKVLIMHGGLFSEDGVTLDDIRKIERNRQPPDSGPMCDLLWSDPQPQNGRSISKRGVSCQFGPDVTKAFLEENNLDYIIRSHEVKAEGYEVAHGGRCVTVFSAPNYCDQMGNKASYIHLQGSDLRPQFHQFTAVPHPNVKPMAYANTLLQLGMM
TPT1 inh – Candida albicans TPT1 enzyme inhibitors, primary screen, biochemical, fluorescence polarization; actives 0.81% (n = 300,000); recombinant caTPT1, FP RNA substrate dephosphorylation; inhibition, % at 5 µM; AID 1962, 2009;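 active = inhibition above the mean of all tested compounds plus 3 SD, set per screening campaign, cut at about 24% in these data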;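 also: plate controls were DMSO alone for no effect and ferristatin control at 100 nM for full effect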
LYPLA2 counter – LYPLA2 inhibitors, primary screen, counter-screen for PME1 inhibitor project, biochemical, fluorescence polarization, FP-Rh probe ABPP; inhibition, % at 5.9 µM; Acyl-protein thioesterase 2 (Homo sapiens), O95372; recombinant LYPLA2; actives 0.38% (n = 320,000);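 active = inhibition above the screen-wide mean plus 3 SD, limit set per campaign, cut at about 26% in these data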;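 also: 0% = LYPLA2 with DMSO and 100% = wells lacking LYPLA2 enzyme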
HCV core dimer – inhibitors of HCV core protein dimerization, primary screen, biochemical, TR-FRET, high-throughput; TR-FRET GST/Flag-core106 dimerization, 1536-well; inhibition, % at 5 µM; actives 0.33% (n = 300,000); AID 1899, 2009;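 active = inhibition above the mean of all tested compounds plus 3 SD, set per screening campaign, cut at about 45% in these data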
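System: GST-tagged and Flag-tagged HCV core protein residues 1-106 / Input: core106 proteins, GST 13.5 nM and Flag 17 nM / Buffer or medium: KF-containing HEPES buffer, pH 7.45, DTT, CHAPS, BSA / Probe or stimulus: Eu-anti-GST and XL665-anti-Flag labelled anti-tag antibodies / Schedule: 4 h, 22.5 °C incubation / Technique: TR-FRET 671 and 617 nm emission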
PP1 counter – PP1-alpha phosphatase inhibitors, primary screen, counter-screen for PP5 inhibitor project, biochemical, fluorescence, OMFP substrate, single point; purified PP1alpha; inhibition, % at 6.7 µM; actives 0.9% (n = 320,000); AID 2235, 2010;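 active = inhibition above the mean inhibition of all tested compounds plus 3 SD, computed separately for each screening campaign, cut at about 15% in these data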
GASC-1 inh – inhibitors of GASC-1 histone demethylase, primary screen, biochemical, fluorescence, DELFIA europium | Lysine-specific demethylase 4C (Homo sapiens), Q9H3R0 | GST-JMJD2C(1-420) H3K9me3 demethylation | inhibition, % at 2.35 µM | actives 0.069% (n = 330,000);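 active = more than half of a compound's replicate wells show inhibition beyond 50%, single wells judged on their own value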;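 also: signal counts dimethyl H3K9 product captured on neutravidin plate; 0% = median of DMSO wells and 100% = 0.3 times that DMSO median; strong numbers were not always called active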
Target sequence (Q9H3R0 1-420 limits assumed): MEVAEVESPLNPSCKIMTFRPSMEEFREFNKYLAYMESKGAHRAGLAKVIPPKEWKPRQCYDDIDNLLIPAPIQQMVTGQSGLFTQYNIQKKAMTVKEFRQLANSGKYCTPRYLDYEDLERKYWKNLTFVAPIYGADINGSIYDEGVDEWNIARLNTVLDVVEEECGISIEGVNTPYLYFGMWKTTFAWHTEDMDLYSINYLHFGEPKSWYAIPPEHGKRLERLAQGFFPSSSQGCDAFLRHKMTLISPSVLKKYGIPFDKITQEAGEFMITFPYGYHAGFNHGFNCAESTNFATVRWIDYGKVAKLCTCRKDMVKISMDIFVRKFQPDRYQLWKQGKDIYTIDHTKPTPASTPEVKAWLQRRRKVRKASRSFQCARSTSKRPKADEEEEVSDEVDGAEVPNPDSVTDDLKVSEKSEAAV
Numbers without * were called inactive; . = no result given. These rows are one share of the data. The share of hits here may be higher or lower than overall.

SMILES	Efflux pump mplx	PREPL inh	Fh CTSL1 inh	PP5 primary	TPT1 inh	LYPLA2 counter	HCV core dimer	PP1 counter	GASC-1 inh
CC(C)(C)c1ccc(C(=O)Nc2nonc2-c2nc3ccccc3[nH]2)cc1	-0.1	-16	-5	0.6	1	-1	30	-3	-1
Cc1ccc(S(=O)(=O)N(CC(=O)NN=C2CCN(C)CC2)c2ccc(F)cc2)cc1	-0.1	-52	3	1.4	-1	1	-8	1	-23
COC(=O)[C@@]12CCCN1[C@H](c1ccc(-c3ccc4c(c3)OCO4)c(OC)c1)[C@H]1C(=O)N(C)C(=O)[C@H]12	.	-1	-4	-2.0	0	-10	-6	-7	-2
CC1=C(C(=O)OCCCBr)C(c2ccc3c(c2)OCO3)NC(=O)N1 (stereo not given)	-0.2	0	0	1.2	-3	7	-6	-1	0
COc1ccc(S(=O)(=O)N2CCCC2)cc1NC(=O)c1ccccc1	-0.1	4	0	0.4	-3	12	14	5	11
CS(=O)(=O)N1N=C(c2cccs2)CC1c1ccc(F)cc1 (stereo not given)	0.5	21	2	0.1	13	-3	5	-1	-23
Cc1ccc(-c2onc3ccc(C=O)cc23)cc1	-0.1	-6	2	0.3	11	-1	3	4	-28
COc1cccc([C@@H]2CC=C(C(=O)O)[C@H](c3ccccc3F)N2S(=O)(=O)c2ccc(C)cc2)c1	-0.1	-5	0	-2.2	-2	-9	19	-1	-4
COc1ccc(CCNC(=O)c2cc3c(=O)n4ccccc4nc3n(CC3CCCO3)c2=N)cc1OC (stereo not given)	0.0	4	5	3.9	2	14	5	-2	-18
O=C(CCC(=O)NCCO)NCCO	-0.1	3	-6	2.4	-1	2	-9	-5	-2
O=C(Cc1ccccc1)Nc1ccc(NC(=O)c2ccco2)nc1	0.2	-4	-1	1.0	1	-2	0	-5	-12
O=C(NCc1ccc2c(c1)OCO2)c1ccc2c(c1)C(=O)N(Cc1cccnc1)C2=O	0.0	3	-1	1.7	-4	6	-1	-1	3
CC(=C/c1ccccc1)/C=C1/SC(N2CCOCC2)=NC1=O	-0.2	12	2	-1.6	-2	-1	3	-3	-12
COc1ccc(NC(=O)CCNC(=O)c2ccco2)cc1Cl	-0.5	0	1	0.2	0	-4	1	-2	-13
O=C(CN1CCOC1=O)N1CCCC(Nc2ccc(F)c(F)c2)C1 (stereo not given)	-0.3	2	0	0.4	3	6	10	-6	-8
COc1ccc(NC2CCCN(C(=O)CCc3cn[nH]c3)C2)cc1 (stereo not given)	0.0	13	3	1.1	1	1	7	4	-4
c1ccc2ncc(-n3cnnn3)cc2c1	0.1	1	-1	-2.1	-2	7	3	-8	13
CCCn1c2c(c(O)c(C(=O)Nc3nccs3)c1=O)CCCC2	0.5	-4	-8	3.9	2	-10	15	0	-20
Brc1c(C[n+]2ccccc2)nc2ccccn12	-0.1	2	5	-0.4	2	-2	0	-4	-8
O=C(NCCc1ccc(F)cc1)c1cc2ccccc2oc1=O	0.0	0	-1	-1.3	0	3	-2	2	5
COC(=O)c1ccc(NC(=O)c2ccc3nc(C)sc3c2)cc1	-0.1	10	2	5.6	-2	3	-12	-2	-3
Cc1cc(C)n2nc(C(=O)Nc3cccnc3)nc2n1	-0.1	3	2	1.0	1	1	-4	6	15
CCCc1cc(-c2nc(N)ncc2-c2ccc3c(c2)OCCCO3)c(O)cc1OC	0.1	29	1	3.8	1	0	3	2	2
C=CCn1c(SCC(=O)NCCOC)nc2scc(-c3ccco3)c2c1=O	0.0	4	7	-2.4	-2	3	20	4	6
CCOC(=O)c1cc(-c2ccc(OC)cc2)nc2c1c(C)nn2CCC#N	0.1	15	-1	2.1	2	-3	8	-1	9
Cc1cc(Nc2ccc(F)c(Cl)c2)n2nc(C)nc2n1	0.2	6	-4	1.1	-1	-1	-8	0	4
COc1ccc(-c2nnc(OCc3nc4ccccc4n3C)c3ccccc23)cc1	0.0	-32	-7	0.1	0	-2	11	2	3
COc1ccc(OCc2nnc(SCC(=O)N3CCCc4ccccc43)n2-c2ccc(C)cc2)cc1	0.0	3	4	0.2	-2	2	13	11	2
CCCCCOC(=O)NC1CCS(=O)(=O)C1 (stereo not given)	0.1	-4	-2	-0.1	1	-5	-2	-1	-5
COc1ccc(S(=O)(=O)NCc2cccnc2)c2ccccc12	-0.1	-4	-3	-1.6	1	-5	-7	-1	-2
Cc1nc2cc(NC(=O)N3c4ccccc4CC3C)ccc2o1 (stereo not given)	0.0	14	-3	3.3	3	3	4	-4	3
CC(C)(C)C1CCC(OC(=O)CN2CCOCC2)CC1 (stereo not given)	0.1	-4	-2	-0.6	0	3	-10	2	-1
O=C(Nc1cc(C(F)(F)F)cc(C(F)(F)F)c1)c1ccc(Cn2cc(C(F)(F)F)ccc2=O)cc1	0.2	1	0	11*	-1	-18	-2	3	1
CCOc1ccc(CN(C)CC(=O)Nc2ccc(N3CCOCC3)cc2)cc1OC	0.4	15	4	0.6	2	-7	0	-2	11
C/C(CCCO)=N/Nc1ccc([N+](=O)[O-])cc1[N+](=O)[O-]	0.0	5	2	-2.3	-2	13	-2	-2	-6
Cc1ccc(C)c(S(=O)(=O)Nc2ccc(C(=O)NCCCN3CCCC3=O)cc2)c1	0.0	-1	1	3.0	1	1	-5	-4	-10
O=C(NCCN1CCOCC1)c1ccc(Cl)c([N+](=O)[O-])c1	0.1	1	-1	0.0	0	-1	0	-1	17
CC(=O)c1cc(-c2ccccc2)n(CC(=O)NC2CCCCC2)c1C	0.0	-1	-2	-0.2	1	4	0	0	11
CCOC(=O)N1CCN(C(=O)CSc2nnc(-c3ccc(C(C)(C)C)cc3)o2)CC1	-0.1	9	0	2.3	-2	-5	2	-4	2
Cc1ccc(OCCSc2nnc(-c3cccs3)n2C)cc1	0.1	2	-1	0.9	-2	4	-8	1	35

Fetched by compound from the list above:
SMILES	Efflux pump mplx	PREPL inh	Fh CTSL1 inh	PP5 primary	TPT1 inh	LYPLA2 counter	HCV core dimer	PP1 counter	GASC-1 inh
COc1ccc(OCc2nnc(SCC(=O)N3CCCc4ccccc43)n2-c2ccc(C)cc2)cc1	0.0	3	4	0.2	-2	2	13	11	2
CS(=O)(=O)N1N=C(c2cccs2)CC1c1ccc(F)cc1 (stereo not given)	0.5	21	2	0.1	13	-3	5	-1	-23
Cc1ccc(S(=O)(=O)N(CC(=O)NN=C2CCN(C)CC2)c2ccc(F)cc2)cc1	-0.1	-52	3	1.4	-1	1	-8	1	-23

Carrying on.
SMILES	Efflux pump mplx	PREPL inh	Fh CTSL1 inh	PP5 primary	TPT1 inh	LYPLA2 counter	HCV core dimer	PP1 counter	GASC-1 inh
O=C(Nc1ccccn1)c1ccco1	0.0	10	-8	2.5	0	5	-4	-1	6
CNS(=O)(=O)c1cc(Nc2ncnc3sccc23)ccc1C	-0.1	3	-2	3.9	-5	-4	2	4	-8
CC(CN1CCCC1)OC(=O)C(c1ccccc1)c1ccccc1 (stereo not given)	0.1	-15	-4	-0.4	0	2	5	3	-6
Cc1nnc(NC(=O)C2CC(=O)N(c3ccccc3)C2)s1 (stereo not given)	1.1	10	-3	1.0	-1	-4	-11	1	18
COCCNC(=O)CSc1nc2c(n1-c1ccccc1)CCCC2	0.0	1	4	-0.1	1	-1	-2	1	-8
COc1ccc(-c2nc(SC)n(C(=O)c3ccco3)n2)cc1	0.3	13	-7	1.8	-8	-8	0	-8	4
CCn1cc(C(=O)NCC(=O)NCCCN2CCOCC2)c(=O)c2cc3c(cc21)OCO3	0.0	-1	-2	-0.7	-1	3	-5	-4	35
CSCCC(=O)N1CCCC(N(C)CCc2ccccc2)C1 (stereo not given)	0.0	2	1	-3.0	-2	-2	-3	-2	6
N#Cc1cnn2c(C(F)(F)F)cc(-c3ccccc3)nc12	-0.1	10	12	-6.7	-4	5	-10	-5	-1
COc1ccc(SC[C@H](Cc2ccccc2)N2CCN(C)CCC2=O)cc1	-0.1	9	6	-1.5	0	-4	-14	0	1
N#C/C(=C\c1c(N2CCN(Cc3ccccc3)CC2)nc2ccccn2c1=O)S(=O)(=O)c1ccccc1	0.1	-28	2	5.3	3	-13	20	10	-1
O=C1CC(c2ccccc2)CC(O)=C1C=Nc1ccccc1Cl (stereo not given)	0.0	5	2	0.9	-2	-1	-6	-4	7
Cc1ccc(OCCC(=O)Nc2ccc(C)c(S(=O)(=O)N3CCOCC3)c2)cc1	-0.4	16	.	1.0	.	-2	.	0	.
Nc1ccc(Oc2ccc3c(c2)OCO3)cc1	0.1	6	0	-0.3	0	-1	13	1	6
COc1cccc(N(CC(=O)N2CCCC2)S(C)(=O)=O)c1	-0.2	12	-4	2.4	-3	4	-4	-2	18
CCCCN(CC)C(=S)Nc1ccc2nc(N3CCN(C)CC3)cc(C)c2c1	0.0	15	-3	1.6	1	3	2	-2	7
COc1ccc(CNS(=O)(=O)c2ccc3c(c2)NC(=O)C(C)S3)cc1 (stereo not given)	0.7	6	0	-1.6	-2	5	1	2	5
CC(=O)NC(CCS(C)(=O)=O)C(=O)Nc1ccc(F)cc1Cl (stereo not given)	0.1	-5	0	2.0	-1	-1	7	-4	-5
Cc1cccc(-c2noc(CNC(=O)c3ccco3)n2)c1	-0.1	0	-3	2.4	-1	-1	1	2	-3
COc1ccccc1NC(=O)CCc1c(C)nc2c(-c3ccc(F)cc3)c(C)nn2c1C	-0.1	-2	3	1.8	-2	4	-1	2	0
O=C1[C@H]2[C@@H](c3ccc(Cl)cc3)N3C(=O)N(c4cccc(Cl)c4)C(=O)[C@@]3(Cc3ccc(Cl)cc3)[C@H]2C(=O)N1C1CCCCC1	0.1	1	1	1.8	0	0	19	-6	-6
N#CNC(N)=Nc1cccc(Cl)c1	-0.2	7	-1	-0.6	-3	-10	-1	-1	-10
CC(Cc1ccc(Cl)cc1)N1CCC(n2nccc2NC(=O)C2CCCC2)CC1 (stereo not given)	0.0	-22	-5	3.4	1	3	1	-1	8
Cc1cc(NC(=O)CSc2nc(-c3ccc(Cl)cc3)cs2)no1	0.1	-15	0	0.3	-3	-1	4	-3	1
COc1cccc(/C=N/N2CCN(C)CC2)c1	-0.3	2	4	1.9	-2	5	-2	8	-24
Cc1csc(NC(=O)CSCC(=O)Nc2ccccc2)n1	0.3	5	-2	3.4	-8	-8	-6	4	-7
Cc1ccc(NC(=O)[C@@H]2CCCN2C(=O)[C@@H]2Cc3ccccc3CN2)c(C)c1	0.1	4	-3	-0.5	1	1	0	-2	-4
O=C(Nc1ccc(Cl)cc1)N1CCN(c2ncccn2)CC1	0.1	-1	-1	1.4	0	0	0	-4	-10
Cc1ccsc1/C=N/n1c(-c2ccncc2)n[nH]c1=S	4.2	-9	0	-0.5	0	1	1	0	15
CCc1cc(=O)oc2cc(C)cc(OCC(=O)NC3CC3)c12	-0.4	1	-3	1.6	-2	7	7	-3	-1
